Bioassay records: PubChem BioAssay, several laboratories
P. falciparum M17LAP: P. falciparum M17LAP inhibitors, primary screen, biochemical, fluorogenic H-Leu-NHMec substrate, 1536-well (AID 1619) | recombinant M17LAP, H-Leu-NHMec fluorogenic kinetic assay; higher % means a stronger effect | inhibition, % at 30 µM, or IC50 in µM where a hit was titrated | hit rate 0.38% among 220,000;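 active = compound inhibiting the enzyme by more than half at any dose during confirmatory dose-response retesting; inconclusive = strong single-dose inhibitors picked by rank but not retested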;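 also: plate controls were full reaction with DMSO carrier for no effect and no enzyme background for full effect; strong numbers were not always called active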
PMI inhibition: human PMI inhibitors, high substrate, primary screen, biochemical, fluorescence intensity, high mannose 6-phosphate (AID 1220); recombinant PMI enzyme, coupled fluorescence intensity; higher % means a stronger effect; inhibition, % at 20 µM, or IC50 in µM where a hit was titrated; hit rate 0.66% among 190,000
UTI89 phage lysis: protection from phage-mediated lysis, alamar blue read-out – E. coli UTI89, K1F phage, bacterial capsule biogenesis inhibitors (AID 488966); E. coli UTI89 K1F phage lysis, alamar blue, 2 h; higher % means a stronger effect; one-dose inhibition, % at 100 µM; IC50 in µM for titrated hits; hit rate 0.02% among 340,000;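 active = phage lysis inhibition, versus mean bacterial control, above a set limit; inconclusive = no clear call, values can overlap the other calls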;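 also: capsule biogenesis inhibitors block K1F phage lysis so surviving cells raise fluorescence; higher fluorescence means more inhibition of phage lysis; actives were called in the ten point dose series up to 300 µM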
TNAP activation fold: human TNAP enzyme activators, primary screen, biochemical, luminescent, no phosphate acceptor, uHTS (AID 1001); hit rate 0.03% among 200,000; one-dose activation fold at 20 µM; EC50 in µM for titrated hits; purified TNAP, luminescent activation assay, no phosphate acceptor; higher activation fold means a stronger effect; in the data active = activation fold from about 3, or a potency from the dose series; inactive = the rest, 99 in 100 with activation fold below about 1.6; also: many of its hits are not listed in these tables
RSV CPE inhibition: RSV antiviral activity via CPE protection, HEp-2 cells, primary 10 µM value included (AID 2391). HEp-2 cells, RSV-induced CPE inhibition; higher % means a stronger effect. one-dose CPE inhibition, % at 10 µM; IC50 in µM for titrated hits. hit rate 0.13% among 310,000; in the data active = a potency from the dose series; inconclusive = CPE inhibition mostly from about 23% at the one dose, without a potency; inactive = the rest, 99 in 100 with CPE inhibition below about 21%; also: strong numbers were not always called active
P. falciparum M1AAP: P. falciparum M1AAP inhibitors, biochemical, fluorogenic H-Leu-NHMec substrate, 1536-well (AID 1445); recombinant M1AAP, H-Leu-NHMec fluorogenic kinetic assay; higher % means a stronger effect; hit rate 0.42% among 220,000; inhibition, % at 30 µM, or IC50 in µM where a hit was titrated;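 active = primary inhibition above the hit cutoff, then over 50% inhibition at one or more dose response concentrations, cut at about 23% in these data, passing the limit was not always enough; inconclusive = conflicting primary data, or primary hits not chosen for dose response; inactive = low primary inhibition, or under 50% at every dose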;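 also: plate controls were DMSO full reaction for no effect and no enzyme background for full effect; strong numbers were not always called active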
West Nile virus CPE: inhibition of WNV-induced cytopathic effect – cell-based, CPE readout (AID 1621); West Nile virus-infected cells, CPE inhibition; higher % means a stronger effect; one-dose CPE inhibition, % at 10 µM; IC50 in µM for titrated hits; hit rate 0.02% among 290,000; in the data active = a potency from the dose series; inconclusive = CPE inhibition mostly from about 3.7% at the one dose, without a potency; inactive = the rest, 99 in 100 with CPE inhibition below about 2.2%; also: strong numbers were not always called active
PMI inhibitors: inhibitors of human PMI, primary screen, biochemical, fluorescence intensity, coupled assay (AID 1209) | purified PMI enzyme, coupled fluorescence intensity; higher % means a stronger effect | inhibition, % at 20 µM; hits with a dose series show IC50 in µM | hit rate 0.42% among 190,000;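 also: plate controls were DMSO vehicle for no effect and wells lacking substrate for full effect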
T cell modulator: modulates CD8 T cell binding to vesicles; calls only at 7 µM; hit rate 0.068% among 330,000; 2C CD8+ T cell-vesicle binding, flow cytometry; active compounds read low;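 active = response, share of CD8 T cells binding vesicles, and their 90th percentile fluorescence all below set limits, cut at about 80% in these data, passing the limit was not always enough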
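material = purified 2C TCR transgenic mouse naive CD8+ T cells | controls = Unloaded micro-vesicles (low), QL9 vesicles with 0.7% DMSO (high) | detection = cytometric PE anti-B7-1 and Alexa647 anti-CD8 signals after 1% paraformaldehyde fixation | incubation = binding step 1.5 h, 37 °C, antibody labelling 20 min, ice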
T cell modulator vesicle-bound %: further read-out of T cell modulator, marked with its call; double positive events, %; measured here: CD8+ vesicle-bound cell fraction;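 binding gate set so that unloaded-vesicle control wells show 10% double positive cells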
Starred values were filed as active, the others as inactive; i = inactive; ? = inconclusive; nt = not tested or not shown; [ ] = remark or other dose. Rule as the data show it, unless noted: active = inhibition above about 50%; inactive = the rest. Hits appear at their usual frequency. Share with any hit: about 1.5%.

1) CCCCCn1c(SCC(=O)OC)nc2c1c(=O)[nH]c(=O)n2C
2) CC(C)(C)c1ccc(NC(=O)c2ccc(=O)[nH]n2)cc1
3) O=C1N(Cc2cccnc2)C[C@@H]2C[C@@H](c3ccccc3C#Cc3ccccc3)N3CCC[C@@]123
4) O=C(c1cc2nc(-c3ccco3)cc(C(F)(F)F)n2n1)N1CCN(Cc2ccccc2)CC1
5) O=[N+]([O-])c1ccccc1S(=O)(=O)NCc1ccc(F)cc1

screen / no.	1	2	3	4	5
P. falciparum M17LAP	3.1%	nt	8.3%	-17.3%	6.9%
PMI inhibition	6.4%	nt	10.7%	5.5%	-2.8%
UTI89 phage lysis	0.3%	1.1%	-0.2%	0.3%	nt
TNAP activation fold	1.1	nt	1.1	1	1.1
RSV CPE inhibition	3.3%	6.8%	2.0%	2.8%	-1.3%
P. falciparum M1AAP	-4.2%	nt	3.3%	4.5%	1.4%
West Nile virus CPE	-0.1%	-1.4%	-0.3%	0.2%	-0.2%
PMI inhibitors	0.2%	nt	13.5%	20.4%	-0.1%
T cell modulator	i	i	i	i	i
T cell modulator vesicle-bound %	50.0	54.9	30.0	33.6	22.1

6) COc1ccccc1N1C(=N)S/C(=C\c2ccc(-c3ccccc3C(=O)O)o2)C1=O
7) Cc1ccc(C#CC[N+](C)(C)CC#Cc2ccccc2)cc1
8) CCC1(C)C2(C#N)C(N)=NC(OC)(OC)C12C#N (stereo not drawn)
9) O=C(Nc1ccc2nn(-c3ccccc3)nc2c1)c1ccc(Br)o1
10) O=C(ONC1=NCCCCC1)c1cccc([N+](=O)[O-])c1

screen / no.	6	7	8	9	10
P. falciparum M17LAP	61.1%	4.5%	1.3%	12.1%	11.7%
PMI inhibition	-42.5%	4.5%	-4.3%	13.8%	0.3%
UTI89 phage lysis	-6.7%	?	-0.1%	0.3%[50 µM]	0.2%
TNAP activation fold	0.9	1.1	1	1	1.1
RSV CPE inhibition	-0.2%	0.0%	0.8%	5.5%	1.5%
P. falciparum M1AAP	21.7µM*	3.5%	4.3%	8.3%	9.4%
West Nile virus CPE	-0.3%	1.7%	0.4%	0.3%	-0.8%
PMI inhibitors	-36.9%	-8.7%	4.7%	18.7%	-8.3%
T cell modulator	i	i	i	i	i
T cell modulator vesicle-bound %	42.9	66.5	37.4	41.9	51.5

11) Cc1c(C)c2c(OCC(=O)NCC(=O)NCC(=O)O)cc3c(c2oc1=O)CCC(C)(C)O3
12) Cc1ccc(SCc2ccc(C(=O)Nc3ccccc3Br)cc2)cc1
13) CCn1c(=N)n(CCO)c2ccccc21
14) O=C(CSc1ccc(Br)cc1)N1CCN(C(=O)c2ccco2)CC1
15) Cc1ccc(NC(=O)COC(=O)Cc2ccsc2)c(C)c1

screen / no.	11	12	13	14	15
P. falciparum M17LAP	nt	-3.5%	11.7%	0.3%	0.6%
PMI inhibition	nt	14.4%	-1.5%	6.8%	3.1%
UTI89 phage lysis	-1.2%[50 µM]	-5.3%	0.3%	1.3%	-0.8%
TNAP activation fold	nt	1.1	1.1	1	1.1
RSV CPE inhibition	1.3%	2.3%	1.9%	4.3%	-1.7%
P. falciparum M1AAP	nt	-1.7%	5.8%	4.8%	-2.9%
West Nile virus CPE	0.4%	-0.1%	0.1%	-0.5%	0.2%
PMI inhibitors	nt	14.8%	-5.5%	-5.8%	6.5%
T cell modulator	i	i	i	i	i
T cell modulator vesicle-bound %	13.3	42.0	47.6	63.9	48.7

16) Cc1cc(C)n(S(=O)(=O)c2ccccc2)n1
17) Cc1cccc(C)c1OCCCCCNCCO
18) CC(C)CCNC(=O)CC1Nc2c3ccccc3nc(=S)n2C1=O (stereo not drawn)
19) Cc1cc(C)c2ccc(NN)nc2c1O
20) O=C1c2cccc3cccc(c23)C(=O)N1CC1CCN(CC(O)COCc2ccc3c(c2)OCO3)CC1 (stereo not drawn)

screen / no.	16	17	18	19	20
P. falciparum M17LAP	-18.2%	-4.9%	22.6%	8.0%	-9.8%
PMI inhibition	nt	15.2%	-14.5%	-36.2%	-3.9%
UTI89 phage lysis	-0.2%	1.1%	-0.2%	0.3%	7.6%
TNAP activation fold	nt	1.1	1.1	0.8	1
RSV CPE inhibition	0.3%	1.3%	-0.4%	39.2%	6.0%
P. falciparum M1AAP	0.7%	2.6%	-3.0%	5.0%	8.0%
West Nile virus CPE	0.3%	-0.2%	-0.6%	-0.1%	-2.1%
PMI inhibitors	nt	10.1%	-5.7%	-21.1%	6.1%
T cell modulator	i	nt	i	i	i
T cell modulator vesicle-bound %	49.0	nt	38.7	42.3	16.0

From compound 10 up to 20, copied from above:
10) O=C(ONC1=NCCCCC1)c1cccc([N+](=O)[O-])c1
11) Cc1c(C)c2c(OCC(=O)NCC(=O)NCC(=O)O)cc3c(c2oc1=O)CCC(C)(C)O3
12) Cc1ccc(SCc2ccc(C(=O)Nc3ccccc3Br)cc2)cc1
13) CCn1c(=N)n(CCO)c2ccccc21
14) O=C(CSc1ccc(Br)cc1)N1CCN(C(=O)c2ccco2)CC1
15) Cc1ccc(NC(=O)COC(=O)Cc2ccsc2)c(C)c1
16) Cc1cc(C)n(S(=O)(=O)c2ccccc2)n1

screen / no.	10	11	12	13	14	15	16
P. falciparum M17LAP	11.7%	nt	-3.5%	11.7%	0.3%	0.6%	-18.2%
PMI inhibition	0.3%	nt	14.4%	-1.5%	6.8%	3.1%	nt
UTI89 phage lysis	0.2%	-1.2%[50 µM]	-5.3%	0.3%	1.3%	-0.8%	-0.2%
TNAP activation fold	1.1	nt	1.1	1.1	1	1.1	nt
RSV CPE inhibition	1.5%	1.3%	2.3%	1.9%	4.3%	-1.7%	0.3%
P. falciparum M1AAP	9.4%	nt	-1.7%	5.8%	4.8%	-2.9%	0.7%
West Nile virus CPE	-0.8%	0.4%	-0.1%	0.1%	-0.5%	0.2%	0.3%
PMI inhibitors	-8.3%	nt	14.8%	-5.5%	-5.8%	6.5%	nt
T cell modulator	i	i	i	i	i	i	i
T cell modulator vesicle-bound %	51.5	13.3	42.0	47.6	63.9	48.7	49.0

17) Cc1cccc(C)c1OCCCCCNCCO
18) CC(C)CCNC(=O)CC1Nc2c3ccccc3nc(=S)n2C1=O (stereo not drawn)
19) Cc1cc(C)c2ccc(NN)nc2c1O
20) O=C1c2cccc3cccc(c23)C(=O)N1CC1CCN(CC(O)COCc2ccc3c(c2)OCO3)CC1 (stereo not drawn)

screen / no.	17	18	19	20
P. falciparum M17LAP	-4.9%	22.6%	8.0%	-9.8%
PMI inhibition	15.2%	-14.5%	-36.2%	-3.9%
UTI89 phage lysis	1.1%	-0.2%	0.3%	7.6%
TNAP activation fold	1.1	1.1	0.8	1
RSV CPE inhibition	1.3%	-0.4%	39.2%	6.0%
P. falciparum M1AAP	2.6%	-3.0%	5.0%	8.0%
West Nile virus CPE	-0.2%	-0.6%	-0.1%	-2.1%
PMI inhibitors	10.1%	-5.7%	-21.1%	6.1%
T cell modulator	nt	i	i	i
T cell modulator vesicle-bound %	nt	38.7	42.3	16.0

Continued.
21) CC(O)CN(Cc1ccc(Cl)cc1)CC(C)O (stereo not drawn)
22) CCc1nc(SCC(=O)Nc2cccc3ccccc23)[nH]c(=O)c1C
23) Cc1cc2c(C)cc(=O)[nH]c2cc1NC(=O)CCl
24) Cc1nc(-c2cccs2)ccc1C(=O)O
25) CC(C)[C@H](NC(=O)c1ccccc1)C(=O)N1CCc2ccccc21
26) O=C(Nc1nnc(-c2ccccc2SCc2ccccc2F)s1)Nc1ccccc1F
27) O=C(CCCNS(=O)(=O)c1cccc2nsnc12)NC1CCCCC1

screen / no.	21	22	23	24	25	26	27
P. falciparum M17LAP	11.7%	nt	-4.5%	5.1%	3.5%	-2.8%	0.7%
PMI inhibition	-6.3%	nt	nt	-0.6%	-1.3%	-1.1%	-10.3%
UTI89 phage lysis	3.8%	0.0%	0.2%	0.2%	1.8%	1.5%	0.4%
TNAP activation fold	1	nt	nt	1.1	1.1	1.1	1
RSV CPE inhibition	1.5%	10.2%	3.2%	1.7%	1.9%	0.5%	0.4%
P. falciparum M1AAP	3.8%	nt	8.1%	0.6%	0.3%	-6.9%	1.4%
West Nile virus CPE	-0.1%	-0.3%	1.8%	0.3%	2.0%	0.4%	0.3%
PMI inhibitors	-6.4%	nt	nt	3.3%	2.5%	-5.1%	-5.4%
T cell modulator	i	i	i	i	i	i	i
T cell modulator vesicle-bound %	18.3	49.7	25.3	53.8	54.1	39.2	49.1

Complete entries from above. Screens in order: P. falciparum M17LAP, PMI inhibition, UTI89 phage lysis, TNAP activation fold, RSV CPE inhibition, P. falciparum M1AAP, West Nile virus CPE, PMI inhibitors, T cell modulator, T cell modulator vesicle-bound %
O=C(Nc1nnc(-c2ccccc2SCc2ccccc2F)s1)Nc1ccccc1F is listed as -2.8%, -1.1%, 1.5%, 1.1, 0.5%, -6.9%, 0.4%, -5.1%, i, 39.2
CC(C)[C@H](NC(=O)c1ccccc1)C(=O)N1CCc2ccccc21 is listed as 3.5%, -1.3%, 1.8%, 1.1, 1.9%, 0.3%, 2.0%, 2.5%, i, 54.1
